HCV inh = blocks hepatitis C virus | Huh7.5.1 HCVcc-Cre infection, luciferase reporter, 44 h | Potency, µM (titrated, usually from 41.8 µM), for inactives: at the highest dose activity change, negative = inhibition, hits mostly inhibitors | 3.4% of 340,000 active | AID 651820; note: potency is the fitted concentration of half-maximal effect; % is set by controls: 0 for no effect and ±100 for the full control effect
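Antiviral activity was scored by luciferase reporter output from cells infected with HCVcc-Cre (~0.5 moi) in presence of compound, 44 h infection period, cells seeded 1,000/well 4 h prior.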
Pf growth 48h = P. falciparum growth inhibition at 48 hours (one generation); P. falciparum luciferase growth in erythrocytes, 48 h; Potency, µM (series often up to 28.7 µM), inactives show at the top dose activity change, negative = inhibition, actives largely listed as inhibitors; 5.9% of 310,000 active; AID 504832; note: potency is the fitted concentration of half-maximal effect; % is set by controls: 0 for no effect and ±100 for the full control effect
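Read-out is firefly luciferase luminescence from an integrated reporter in P. falciparum, so falling signal marks reduced parasite growth. Infected erythrocytes were at 2% hematocrit and 0.1% parasitemia (final) in Albumax-supplemented RPMI 1640.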
LmPK inhibitor = blocks Leishmania mexicana pyruvate kinase activity. Q27686. purified LmPK, Kinase-Glo ATP luminescence, 1 h. Potency, µM (highest dose often 57.5 µM), for the others: at the top dose activity change, negative = inhibition, usual class: inhibitors. 0.37% of 290,000 active. AID 1721; note: potency is the fitted concentration of half-maximal effect; % is set by controls: 0 for no effect and ±100 for the full control effect
Target sequence (Q27686 whole entry, looked up): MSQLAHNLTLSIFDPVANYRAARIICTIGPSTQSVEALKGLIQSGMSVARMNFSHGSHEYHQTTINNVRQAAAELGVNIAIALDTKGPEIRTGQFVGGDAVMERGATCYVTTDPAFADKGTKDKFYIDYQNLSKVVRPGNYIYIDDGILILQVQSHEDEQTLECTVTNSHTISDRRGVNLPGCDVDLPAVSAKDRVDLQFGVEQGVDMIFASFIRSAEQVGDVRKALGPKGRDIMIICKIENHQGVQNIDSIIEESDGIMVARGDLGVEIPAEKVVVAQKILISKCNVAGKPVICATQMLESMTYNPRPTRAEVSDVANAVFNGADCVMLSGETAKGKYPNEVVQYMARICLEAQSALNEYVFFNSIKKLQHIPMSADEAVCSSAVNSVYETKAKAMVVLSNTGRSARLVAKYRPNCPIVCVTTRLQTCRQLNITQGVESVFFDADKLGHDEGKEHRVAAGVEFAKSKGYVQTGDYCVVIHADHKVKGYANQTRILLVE
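0.1 nM LmPK, 0.5 mM PEP, 0.1 mM ADP; 50 mM imidazole pH 7.2, 7 mM MgCl2, 50 mM KCl; 1 h RT. Kinase-Glo luminescence readout, normalized to no-enzyme (full inhibition) and uninhibited wells.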
Shiga toxin inh = inhibitors of Shiga toxin in Vero cells. Vero cells, Shiga toxin protein synthesis inhibition reporter. inhibition, % at 38.7 µM. 9.2% of 290,000 active; in the data active = inhibition mostly above about 28%, no sharp cut-off; inactive = mostly below about 43%; note: 0% is about no effect
Tb PYK inh = T. brucei pyruvate kinase inhibition; Q57TT1; TbPYK enzyme, Kinase-Glo Plus ATP luminescence, 45 min; Potency, µM (doses to about 76.8 µM), for the others: at the highest dose activity, negative = inhibition, hits mostly inhibitors; 0.12% of 410,000 active; note: potency is the fitted concentration of half-maximal effect; % is set by controls: 0 for no effect and ±100 for the full control effect; nearly all actives have a fitted effect of over 50% in size
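ADP (130 uM final) triggers the TbPYK reaction after compound addition; incubation is 45 min at room temperature. Kinase-Glo Plus is then added and luminescence imaged. Normalized data are fitted to concentration-effect curves.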
Pf growth 96h = inhibits malaria parasite growth, 96 h. Potency, µM (titrated, usually from 28.7 µM), without a hit: top-dose activity change, negative = inhibition, actives largely listed as inhibitors. 6.9% of 320,000 active. P. falciparum luciferase reporter growth, 96 h; note: potency is the fitted concentration of half-maximal effect; % is set by controls: 0 for no effect and ±100 for the full control effect
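Parasite growth measured via integrated firefly luciferase reporter in P. falciparum. Infected erythrocytes at 2% hematocrit, 0.05% parasitemia final were treated 96 hours at 37 C under 5% CO2, and luminescence was read.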
CHX counter = counter-screen for Shiga toxin inhibitors: cycloheximide protein synthesis inhibition; cell reporter, cycloheximide protein synthesis inhibition counterscreen; max response, %; 12% of 300,000 active; in the data active = max response mostly above about 13%, no sharp cut-off; inactive = mostly below about 14%; note: read at 38.3 µM for the half of the compounds with a filed dose; 0% is about no effect
* = called active by the depositor; ? = inconclusive; . = not tested or not shown; & = joins results of further samples; [ ] = another dose, or the depositor's remark. Unless noted, calls come from the whole dose curve; as a rule, active = well fitted curve in the direction sought with a large enough effect; inconclusive = small, poorly fitted or top-dose-only effect, or another doubt; inactive = no such curve, though single readings can be large; an effect the other way counts as inactive or inconclusive.

SMILES	HCV inh	Pf growth 48h	LmPK inhibitor	Shiga toxin inh	Tb PYK inh	Pf growth 96h	CHX counter
COc1ccc(Oc2c(Cl)cnn(-c3ccc(Cl)c(Cl)c3)c2=O)cc1	?	-3%	3%	-4	-12%	5%	-1
COc1ccccc1C(=O)N/C(=C/c1ccc(Br)cc1)C(=O)NCC(=O)O	-7%	2%	8%	-22	4%	?	-3
COC(=O)c1c(C)[nH]c(C(=O)COC(=O)c2c(C)noc2C)c1C	?	11%	.	.	3%	14%	.
NC(=O)c1ccc(SCC(=O)OCC(=O)N2CCCCC2)c([N+](=O)[O-])c1	9%	21%	.	.	-2%	6%	.
CC(=O)c1ccc(OC(=O)CCc2ccccc2)cc1	16%	2%	-4%	-2	2%	38%[activator]	-3
Cn1ccnc1Sc1ccc(C(N)=O)cc1[N+](=O)[O-]	19%	-2%	-10%	-1	0%	2%	-3
COc1ccc(-c2noc(N3CCCC(C(=O)Nc4ccccc4F)C3)n2)cc1 (stereo unspecified)	-24%	5%	-1%	2	-16%	10µM*	6
CSCc1ccc(C(=O)NC(C)c2cnn(-c3ccccn3)c2C)o1 (stereo unspecified)	?	-16%	4%	48*	-9%	?	24*
CC(C)c1nnc(NC(=O)C2CCN(C(=O)Nc3ccc(Cl)cc3)CC2)s1	-20%	?	7%	26	-3%	-1%	9
O=C(COC(=O)c1ccc2ncsc2c1)Nc1cc([N+](=O)[O-])ccc1Cl	0%	40%[activator]	.	.	-10%	-4%	.
Cc1cccc(NC(=O)CCNC(=O)c2ccco2)c1C	1%	?	0%	-3	0%	22%	1
COc1ccccc1NC(=O)C1=C(C)Nc2nc(CCCO)nn2C1c1cccnc1 (stereo unspecified)	13%&7%	20%	0%	4	2%	5.2µM*	-2
Cc1cc(C(=O)NNC(=O)c2ccc(S(=O)(=O)N(C)C)cc2)c(C)o1	0%	11%	2%	-3	-5%	16%	-2
CCN(CC)S(=O)(=O)c1ccc(Cl)c(NC(=O)CSc2cccc[n+]2[O-])c1	12%	-5%	-1%	-9	-3%	18%	-2
Cc1cc(NC(=O)C(C)SCC(=O)N(Cc2ccccc2)c2ccccc2)no1 (stereo unspecified)	15%	?	.	.	4%	-14%	.
Cc1cc(C)n2nc(CCCO)nc2n1	16%	0%	3%	3	-1%	8%	-1
CCCC1CC(CCc2ccccc2)OS(=O)(=O)N1 (stereo unspecified)	43%[activator]	36%[activator]	-2%	-6	1%	27%	-2
C[N+](C)(C)CCOc1ccc([N+](=O)[O-])cc1	18%	13%	3%	-6	-1%	?	-2
Cc1ccc(Nc2c([N+](=O)[O-])c(=O)n(C)c3ccccc23)cc1	-10%	-19%	1%	-3	1%	1.7µM*	-2
COc1ccc(NC(=O)CN(C)C(=O)c2ccc(N3CCCCC3)c([N+](=O)[O-])c2)cc1	?	-12%	.	.	-6%	-24%	.
CCO/C(C)=C1/SC(=S)NC1=O	?	22%	1%	-13	-7%	10%	1
COc1ccc(CNC(=O)CN(CC2CCCO2)C(=O)CNS(=O)(=O)c2ccc(F)cc2)cc1 (stereo unspecified)	-5%	-2%	-2%	10	-3%	10µM*	-4
COc1cccc(NC(=O)COc2c(F)c(F)c(C(F)(F)F)c(F)c2F)c1	6%	-14%	-6%	-6	1%	29%	1
Cc1cc(C)c(-n2nnnc2SCC(=O)c2cc3ccccc3o2)c(C)c1	8%	?	3%	8	-6%	?	0
Cc1cc2nc3n(c2cc1C)CC1CC(C(=O)NCc2ccco2)N(C)C31 (stereo unspecified)	8%	?	2%	2	1%	?	-5

Of the compounds above, 2 have two or more sulfur atoms.
SMILES	HCV inh	Pf growth 48h	LmPK inhibitor	Shiga toxin inh	Tb PYK inh	Pf growth 96h	CHX counter
CCN(CC)S(=O)(=O)c1ccc(Cl)c(NC(=O)CSc2cccc[n+]2[O-])c1	12%	-5%	-1%	-9	-3%	18%	-2
CCO/C(C)=C1/SC(=S)NC1=O	?	22%	1%	-13	-7%	10%	1

Further results follow.
SMILES	HCV inh	Pf growth 48h	LmPK inhibitor	Shiga toxin inh	Tb PYK inh	Pf growth 96h	CHX counter
NC(=O)c1c(NC(=O)c2cccnc2)sc2c1CCCC2	?	137%[activator]	0%	73*	-8%	?	19
Cc1ccc(NC(=O)c2ccc3c(c2)N(CC(=O)N2CCCCC2)C(=O)C(C)(C)O3)cc1	5.6µM*	?	5%	-14	0%	?	3
Cc1c(/C=N/NC(=O)c2cccnc2)c2ccccn2c1C(=O)c1ccc(F)cc1	-1%	9.3µM*	1%	3	.	5.2µM*	-3
CCCOc1cccc(C2C(C(=O)c3ccco3)=C(O)C(=O)N2CCCn2ccnc2)c1 (stereo unspecified)	10%	5%	-9%	-2	3%	?	1
Cc1onc(CO)c1C(=O)Nc1nccs1	15%	18%	-1%	-6	-22%	-16%	-5
Cc1ccc(S(=O)(=O)Cn2nnnc2C(CC(C)C)N2CCN(C3CCCC3)CC2)cc1 (stereo unspecified)	-27%	?	2%	-18	-1%	16%	-4
Cc1ccc(C(=O)/C=C/Nc2cccc([N+](=O)[O-])c2)o1	-3%	208%[activator]	-7%	63*	-13%	?	64*
Cc1nn(-c2ccc(F)cc2F)c2c1-c1nc(N3CCCC3)ncc1CC2	?	?	-1%	-17	-3%	-14%	-3
CC(=O)c1ccc(N2CCN(C(=O)Nc3ccc(F)cc3)CC2)cc1	.	-24%	-2%	42	.	-13%	21*
CCOC(=O)c1ccc(NC(=O)C2C3C=CC(O3)C2C(=O)O)cc1 (stereo unspecified)	.	-16%	3%	29	.	-7%	13
Cc1ccc(N2CC(O)Cn3c2nc2c3c(=O)n(C)c(=O)n2C)cc1 (stereo unspecified)	13%	19%	-2%	24	1%	29%	1
COc1cc(C(=O)N2CCN(C)C(C)C2)ccc1OC1CCN(C(C)=O)CC1 (stereo unspecified)	11%	13%	6%	33	-1%	-17%	5
O=C(NCc1cccc(F)c1)C1CCC(=O)N(CCc2cccc(F)c2)C1 (stereo unspecified)	0%	-17%	1%	13	-2%	31%[activator]	20*
COc1ccc2[nH]cc(C(=O)C(=O)N3CCCCC3)c2c1	-13%	-3%	-7%	-2	-10%	-5%	-2
CCCN1C(=O)C(Cc2nc3ccccc3c(=O)n2-c2ccccc2)c2ccccc21 (stereo unspecified)	?	?	-1%	-16	1%	17%	-1
CCOC(=O)COn1c(=O)c(-c2ccco2)[n+]([O-])c2ccccc21	-9%	11%	5%	11	0%	0%	0
CCc1nn(CC(=O)NCCN2CCOCC2)c(=O)c2cc3c(OC)cccc3n12	-28%	25%	-3%	-6	4%	10%	1
COCCn1c(SCC(=O)N2CCCc3ccccc32)nc2cccnc21	3%	?	5%	-24	-5%	2%[5.75 µM]	-2
O=C(O)Cc1ccc(C(=O)CSc2ccccc2)s1	4%	33%[activator]	-3%	30	-11%	58%[activator]	-2
COc1ccccc1/C=C/CN1CCC(Oc2ccc(C(=O)N3CCCCC3)cc2)CC1	?	7.4µM*	8%	-10	-6%	16%	-3
Cc1ccc(C)c(-n2ccnc2SCC(=O)c2c(N)n(C3CC3)c(=O)[nH]c2=O)c1	13%	-27%	.	.	-22%	?	.
CC(=O)Nc1ccc(S(=O)(=O)Nc2cccc(-n3cnnn3)c2)cc1	5%	2%	3%	-6	-3%	-14%	-3
Cc1cc(=O)[nH]c(SCc2nnc(-c3ccccc3)o2)n1	31%[activator]	.	6%	-5	-1%	-5%	12
COc1ccc(CCNC(=O)Cc2cc(OCc3ccccc3)c(OC)cc2[N+](=O)[O-])cc1OC	?	?	0%	-38	-2%	?	2
N#CNC(=Nc1cccc(F)c1)SCc1ccccc1	?	19%	-1%	14	-3%	10%	-3
Later entries
SMILES	HCV inh	Pf growth 48h	LmPK inhibitor	Shiga toxin inh	Tb PYK inh	Pf growth 96h	CHX counter
CC(CC(=O)NNC(=O)c1ccncc1)c1ccccc1 (stereo unspecified)	12%	2%	.	.	-2%	18%	.
CCOC(=O)C(C(=O)OCC)C(C[N+](=O)[O-])c1ccccc1 (stereo unspecified)	7%	7%	9%	-2	2%	-13%	-2
CCCCOc1ccc(N2CC(C(=O)NCCc3ccc(OC)c(OC)c3)CC2=O)cc1 (stereo unspecified)	?	-15%	1%	6	4%	12µM*	7
O=S(=O)(Nc1nc2ccccc2nc1N1CCN(CCO)CC1)c1cc(F)ccc1F	3%	-7%	.	.	0%	?	.
CCc1nc(N[C@@H](Cc2c[nH]c3ccccc23)C(=O)O)c2oc3ccccc3c2n1	-14%	-14%	3%	37	-15%	.	3
O=C(O)CSCC(=O)Nc1ccc(Cl)cc1C(F)(F)F	4%	3%	-1%	-6	-6%	19%	-3
COc1ccc2c(C(=O)CN3CCSCC3)c[nH]c2c1	9%	-16%	0%	40*	1%	16%	32*
COC(=O)c1ccsc1NC(=O)CN1C(=O)CCC1=O	-7%	25%	4%	-5	0%	45%[activator]	-4
O=C(Nc1ccc(S(=O)(=O)Nc2nccs2)cc1)c1ccc(F)c(S(=O)(=O)N2CCOCC2)c1	3%	?	6%	-3	3%	?	-3
Cc1cc(OCC(=O)c2ccc(C(F)(F)F)cc2)n2cnnc2n1	23%	4%	-3%	-1	-3%	41%[activator]	1
CCOC(=O)CSc1nc(N)c(C#N)c(-c2ccc(OC)cc2)c1C#N	-2%	3%	2%	-5	1%	9%	-2
O=CNC(n1cnc2c(N3CCOCC3)ncnc21)C(Cl)(Cl)Cl (stereo unspecified)	12%	-1%	1%	-25	-20%	20%	-2
CNc1snc(C)c1C(=O)OC(C)C(=O)Nc1ccc(F)cc1 (stereo unspecified)	-7%	?	.	.	-5%	?	.
Cc1ccc2c(c1)C1(C(=O)N2)N2CCCC2C(C(=O)c2ccc3ccccc3c2)C12C(=O)Nc1ccccc12 (stereo unspecified)	-25%	.	0%	22	-6%	.	21
Cc1nn(CC(=O)N(C)C2(C#N)CCCCC2)c(C)c1[N+](=O)[O-]	1%	4%	.	.	3%	40%[activator]	.
CCOc1ncccc1C(=O)Nc1cccc(-c2nc3cccnc3s2)c1	-4%	0%	0%	24	-4%	38%[activator]	3
COc1ccc(S(N)(=O)=O)cc1C(=O)OCC(=O)NC(C)(C#N)C1CC1 (stereo unspecified)	-6%	-7%	.	.	4%	2%	.
CN=C(SCC(=O)c1cccc(Cl)c1)c1c(O)n(C)c(=O)n(C)c1=O	?	-3%	1%	-3	-3%	1%	-3
COC(=O)C1=CN(Cc2ccc(C)cc2)C=C(C(=O)OC)C1c1ccc(F)c(F)c1	?	6.6µM*	7%	-1	0%	15%	-2
CCOCCCNC(=O)c1cccc(NC(=O)C2=C(C)OCCS2)c1	-3%	-30%	3%	-9	3%	?	-3
CCc1cc2c(SCC(=O)Nc3cc(C)on3)ncnc2s1	?	-9%	3%	-1	-3%	-27%	-4

Single entries from the results shown:
Value of `Cc1nn(CC(=O)N(C)C2(C#N)CCCCC2)c(C)c1[N+](=O)[O-]` in Tb PYK inh: 3%
Value of `Cc1ccc2c(c1)C1(C(=O)N2)N2CCCC2C(C(=O)c2ccc3ccccc3c2)C12C(=O)Nc1ccccc12` (stereo unspecified) in CHX counter: 21
Value of `Cc1cc(OCC(=O)c2ccc(C(F)(F)F)cc2)n2cnnc2n1` in LmPK inhibitor: -3%
Value of `CCOC(=O)CSc1nc(N)c(C#N)c(-c2ccc(OC)cc2)c1C#N` in Pf growth 48h: 3%
Value of `O=C(O)CSCC(=O)Nc1ccc(Cl)cc1C(F)(F)F` in Pf growth 48h: 3%
Value of `CNc1snc(C)c1C(=O)OC(C)C(=O)Nc1ccc(F)cc1` (stereo unspecified) in Tb PYK inh: -5%

High-throughput results as filed in PubChem BioAssay.
